Source: PubChem BioAssay (several laboratories)
MC4R ag barr = agonists of human melanocortin 4 receptor (MC4R) beta-arrestin; U2OS MC4R beta-arrestin complementation, luminescence; percent of melanotan II response, DMSO zero; AID 540308; hit rate 0.98% among 360,000; activation, % at 8.9 µM;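 active = activation above a per-plate cutoff, the mean activation of sample wells on that plate plus 3 SD, cut at about 8% in these data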
Target sequence (P32245 whole entry, looked up): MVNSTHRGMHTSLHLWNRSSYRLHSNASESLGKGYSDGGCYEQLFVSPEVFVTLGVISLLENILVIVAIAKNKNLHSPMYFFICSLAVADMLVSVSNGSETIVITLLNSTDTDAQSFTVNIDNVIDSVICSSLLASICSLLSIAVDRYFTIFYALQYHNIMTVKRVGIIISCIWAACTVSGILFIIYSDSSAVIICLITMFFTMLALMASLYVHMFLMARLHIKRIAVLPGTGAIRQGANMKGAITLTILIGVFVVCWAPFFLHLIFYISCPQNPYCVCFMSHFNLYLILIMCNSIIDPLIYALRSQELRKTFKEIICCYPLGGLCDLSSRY
TLR9-MyD88 inh = blocks human TLR9 binding to MyD88; Q9NR96+Q99836; CHO BLA complementation TLR9-MyD88, CCF4 FRET ratio; inhibition, % at 4.98 µM; hit rate 0.21% among 340,000;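 active = inhibition above the mean over all tested compounds plus 3 SD, cut at about 21% in these data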;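 note: 0% = DMSO only wells and 100% = clavulanate BLA inhibitor control wells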
MC4R antagonist = human MC4R antagonism in cAMP assay; P32245; MC4R-expressing cells, MTII-stimulated cAMP, LANCE TR-FRET; inhibition, % at 6.5 µM; hit rate 0.48% among 360,000; AID 540295;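 active = inhibition above its plate's cutoff, the mean of tested wells on that plate plus 3 SD, cut at about 29% in these data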;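 note: 0% = Melanotan II alone and 100% = Melanotan II plus saturating MCL0020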
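System: U2OS-MC4R stable cell line; Technique: Eu-cAMP/anti-cAMP TR-FRET, emission 671 nm; Repeats: single well per compound; Also added: Melanotan II; Dosing: one concentration, 6.5 µM nominal; Schedule: 30-min compound, 1-h challenge, 1-h detection, room temperature.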
ABHD5 PLIN5 PPI = ABHD5-PLIN5 protein interaction inhibition | Split G. princeps luciferase complementation, luminescence, 4 h | inhibition, % at 4 µM | hit rate 0.78% among 360,000;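 active = inhibition above the mean inhibition across every tested compound plus 3 SD, cut at about 22% in these data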;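 note: 0% = DMSO only wells and the 100% control is not disclosed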
ABCB6 inh MLPCN = inhibitors of human ABC transporter ABCB6; K562-ABCB6 porphyrin accumulation, flow cytometry, 1 h; hits give low values; fluorescence ratio to DMSO, % at 10 µM; hit rate 0.19% among 360,000; AID 602162;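 active = fluorescence ratio to DMSO below 75%, the collection mean minus 3 SD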;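 note: signal is porphyrin accumulated inside mitochondria; 100% equals median channel fluorescence of DMSO control wells; lower ratio means ABCB6 inhibition with less porphyrin fluorescence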
NOD2 RIPK2 PPI = inhibitors of human NOD2-RIPK2 interaction. O43353. inhibition, % at 4.98 µM. hit rate 0.38% among 360,000. CHO BLA complementation NOD2-RIPK2, CCF4 ratio; in the data active = inhibition above about 21%;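 note: 0% = vehicle only and 100% = reference blocker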
Target sequence (O43353 whole entry, looked up): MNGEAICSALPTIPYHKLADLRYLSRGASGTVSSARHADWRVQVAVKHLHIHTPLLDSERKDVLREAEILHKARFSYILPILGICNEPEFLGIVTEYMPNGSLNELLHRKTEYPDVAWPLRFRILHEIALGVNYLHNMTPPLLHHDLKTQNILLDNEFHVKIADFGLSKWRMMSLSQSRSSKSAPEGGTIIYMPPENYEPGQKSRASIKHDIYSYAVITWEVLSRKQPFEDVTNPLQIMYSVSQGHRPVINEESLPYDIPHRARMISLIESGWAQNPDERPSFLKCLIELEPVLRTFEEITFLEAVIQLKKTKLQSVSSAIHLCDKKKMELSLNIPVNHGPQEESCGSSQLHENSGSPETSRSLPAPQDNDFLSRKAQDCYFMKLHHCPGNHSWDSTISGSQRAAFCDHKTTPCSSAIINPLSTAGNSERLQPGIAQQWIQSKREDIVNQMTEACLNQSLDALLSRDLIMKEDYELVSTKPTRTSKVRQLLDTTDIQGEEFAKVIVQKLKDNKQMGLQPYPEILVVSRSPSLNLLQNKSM
N-glyco inh = blocks N-linked glycosylation in D54 reporter cells. D54 ERlucT glycosylation luciferase reporter, 24 h; percent of 100 nM tunicamycin response. reporter increase, % at 12.5 µM. hit rate 0.23% among 360,000. AID 588692;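 active = mean luciferase reporter signal, scaled so untreated is 0 and the glycosylation-blocking control 100, at or above a set limit in every replicate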;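 note: luciferase carries N-glycosylation sites so blocking glycosylation raises the light; 0% = median of neutral control wells and 100% = median of 100 nM tunicamycin wells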
H9c2 protect = myocardial damage modulation in H9c2 cells; H9c2 cardiomyocytes, H2O2 injury protection, ATPLite, 2 h; AID 588492; hit rate 0.63% among 360,000; protection from H2O2 cell death, % at 20 µM;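 active = compounds giving at least 50% protection of heart cells from peroxide-induced death in the single-dose screen, raw or plate-pattern-corrected value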;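 note: 0% = DMSO wells with peroxide and 100% = DMSO wells without peroxide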
HTR2A ag = mouse HTR2A agonism via beta-arrestin recruitment. CHO-K1 mHTR2A beta-arrestin complementation, luminescence; percent of 30 µM serotonin response. AID 624169. P35363. hit rate 0.66% among 360,000. activation, % at 7.6 µM;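 active = activation above a run cutoff, the mean activation of all tested compounds plus 3 SD, cut at about 14% in these data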;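 note: 0% = plate median of compound wells and 100% = 30 µM serotonin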
NCOA2 inhibitor = human SRC2 (NCOA2) inhibition | hit rate 0.17% among 370,000 | inhibition, % at 9 µM | HEK293 GAL4-SRC2 luciferase reporter, luminescence | AID 651957;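 active = inhibition above the mean inhibition of all tested compounds plus 3 SD, set per campaign, cut at about 52% in these data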;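 note: 0% = DMSO treated cells and 100% = cells given Gossypol at 36 µM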
An asterisk follows results filed as active; . = no result given.

SMILES	MC4R ag barr	TLR9-MyD88 inh	MC4R antagonist	ABHD5 PLIN5 PPI	ABCB6 inh MLPCN	NOD2 RIPK2 PPI	N-glyco inh	H9c2 protect	HTR2A ag	NCOA2 inhibitor
COc1ccccc1C1NC(=O)NC(C)=C1C(=O)OC1CCCCC1 (configuration not stated)	-1.2	0	2	-5	102	-11	-1	-8	15*	8
O=C(Nc1ccc(C(=O)N2CCCCC2)cc1)[C@H]1O[C@@H](n2ccc(=O)[nH]c2=O)[C@H](O)[C@@H]1O	.	.	.	3	98	3	0	-6	7	-28
CN(C(=O)c1ccc(NC(=O)Cc2ccc(NC(=O)C3CCCN(C(=O)c4ccccc4)C3)cc2)cc1)C1CCCC1 (configuration not stated)	0.2	4	1	8	101	-13	1	-6	12	22
COc1ccc(C(=O)Nc2ccccc2N2CCOCC2)cc1Br	-1.1	-7	11	-1	93	-7	2	9	3	-14
N#Cc1c(Nc2ccccc2)c(/C=N/NCCO)c[nH]c1=O	-0.6	5	-2	-18	95	-1	2	2	0	2
CCCNC(=O)N1CCN(S(=O)(=O)c2ccc(C)c(C)c2)CC1	-1.1	5	-1	-1	105	-5	0	-2	-3	-8
Cc1ccccc1NS(=O)(=O)c1csc(C(N)=O)c1	0.1	8	9	-2	100	-20	1	6	6	-7
COc1ccc(C(C(=O)NC2CCCC2)N(Cc2ccccc2)C(=O)c2nsc(Cl)c2Cl)cc1 (configuration not stated)	-1.8	-8	13	-4	95	-3	-5	11	3	4
CC(=O)Nc1ccc(NC(=O)C2CCCN2C(=O)Nc2cccc(F)c2)cc1 (configuration not stated)	1.0	5	7	6	105	-12	0	0	-1	5
CC(C)CNC(=O)/C=C/C=C/c1ccc2c(c1)OCO2	0.3	2	2	-3	93	-19	-3	-2	-3	-33
O=C(COc1ccc(/C=N/NC(=O)C(=O)N2CCCCC2)cc1)Nc1ccccc1Cl	0.0	5	0	6	91	-1	-2	-2	-1	-4
CSc1ncccc1C(=O)N(C)CC(=O)Nc1ccc(Cl)cc1	-1.1	11	7	3	100	14	0	1	-5	-7
COc1ccc(CC(=O)OCC(=O)NC(=O)Nc2ccccc2F)cc1	7.0	-2	6	3	101	-2	2	-7	-3	-4
COCc1c(C(=O)N/N=C(\C)c2ccc(Cl)s2)nnn1-c1nonc1N	0.7	-10	8	-3	95	-11	3	3	0	-21
CCN(CC)C(=O)[C@H]1C[C@H](CC(=O)NCCN2CCOCC2)C(=O)N2CCc3c([nH]c4cc(CCC(=O)N(C)C)ccc34)[C@]12C	0.3	8	0	1	102	6	1	11	1	-24
CCCCN(CC(=O)Nc1c(C)cccc1CC)C(=O)SCC	-0.9	2	8	1	99	-7	-1	4	6	.
Cc1oc(-c2ccccc2)nc1CC(=O)O	0.1	7	4	4	94	-13	2	8	-1	-9
CC(=O)Nc1nc(C)c(CCCOc2ccc([N+](=O)[O-])cc2)c(=O)[nH]1	-0.9	-13	6	3	92	2	-2	5	-3	-7
COc1cc(C)ccc1OCC(=O)OCC(=O)c1[nH]c(C)c(C(C)=O)c1C	-1.9	-5	-3	1	104	14	0	-3	1	-21
CC1=C/C(=N\NC(=O)c2cccs2)CC(C)(C)C1	0.8	6	12	-3	101	10	3	23	1	-30
CCOC(CNC(=O)Cn1nc(C)c2ccccc21)OCC	-5.3	4	-3	0	102	13	1	-2	13	8
O=C(Nc1ccccc1)N1CCN(S(=O)(=O)c2ccccc2)CC1	-2.4	-5	-1	-2	99	-4	0	3	-1	-5
COc1cc(OC)cc(C(=O)N[C@H](C(=O)OCC(=O)c2ccc(F)cc2)C(C)C)c1	-0.2	3	-1	3	97	7	2	-1	0	8
COc1ccc(C(=O)N/N=C/c2ccc(OC)c(COc3ccccc3)c2)cc1	0.0	-12	1	15	103	-11	-3	30	-5	-16
CCOc1cc(C(=O)NCc2ccccc2)ccc1OCC(=O)N1CCOCC1	-0.8	4	-12	17	106	-20	1	-1	-1	-2
CCCNC(=O)NC(=O)CSc1nncs1	4.0	.	6	8	98	-6	0	-1	7	-22
CC1CCN(C(=O)CSc2nnc3c(n2)[nH]c2ccccc23)CC1	-2.5	-3	5	-2	91	1	-2	-5	3	-8
C=CCn1c(SCc2ccc(C(=O)OC)cc2)nnc1-c1sc(N)nc1C	-1.1	1	6	-1	103	-4	1	3	0	-1
CCOC(=O)c1sc(N)c(C(=O)OC)c1C	-1.1	-3	10	2	107	5	0	1	0	-44
O=C(N/N=C/c1ccc(O)cc1)c1cc(C2CC2)[nH]n1	-3.5	2	-9	0	96	-5	2	-7	-1	-37
O=C(NC(=S)Nc1nc2c(s1)CSc1ccccc1-2)c1ccccc1	-2.2	-3	12	7	102	-3	2	-7	4	-16
COc1ccc(/C=N/NC(=O)c2c(-c3ccccc3)noc2C)cc1[N+](=O)[O-]	-2.4	-8	9	1	94	-13	-1	-4	-1	12
Cc1cc(C)n(C2CC(=O)N(c3ccc(C)c(Cl)c3)C2=O)n1 (configuration not stated)	-1.2	-8	-3	0	105	-6	0	0	-1	-16
Brc1ccccc1/C=N/Nc1ccccn1	9.4*	7	-5	2	95	-5	-1	-10	1	0
O=S(=O)(C=C(c1ccccc1)c1ccccc1)c1ccccc1	-0.2	4	3	-1	100	5	-4	-24	-3	11
Cc1ccc(NC(=O)[C@H](Cc2ccccc2)NC(=O)[C@@H]2Cc3ccccc3CN2)c(C)c1	-1.2	6	1	4	100	-4	-1	-4	-2	4
O=C(NCCCN1CCOCC1)c1cccnc1	4.9	0	2	9	105	-3	-1	8	1	3
Cc1ccc(S(=O)(=O)N(C)C[C@H]2Oc3ncc(Br)cc3C(=O)N([C@H](C)CO)C[C@@H]2C)cc1	0.1	-9	8	-1	94	-12	0	3	6	-6
CC(=O)Nc1c(C)cc(S(C)(=O)=O)cc1C	-0.1	-2	4	-7	95	2	2	0	-1	-12
Oc1c(C(Nc2cccc(C(F)(F)F)c2)c2cccnc2)ccc2cccnc12 (configuration not stated)	-2.9	2	28	9	101	0	8	59*	-8	12
CNC(=S)Nc1cccc(Cl)c1C	-1.5	-4	4	2	96	2	1	-5	3	-28
O=S(=O)(c1ccc(S(=O)(=O)N(Cc2ccco2)Cc2ccccc2Cl)cc1)N1CCCC1	0.8	3	-11	-4	102	5	0	0	-4	21
Cn1c(SCC(=O)N2CCOCC2)nnc1-c1ccco1	0.3	-3	20	8	98	2	1	1	4	3
COc1ccccc1CNC(=O)c1ccccc1C(=O)NC(CC(C)C)C(=O)NCc1ccccc1OC (configuration not stated)	-3.6	11	10	0	98	1	-1	9	-2	4
Cc1ccc(CC(NC(=O)c2ccccc2)C(=O)NC(Cc2ccccc2)C(=O)O)cc1 (configuration not stated)	-1.4	-5	19	1	93	0	4	8	-2	-10
COc1ccc(OC)c(S(=O)(=O)N(C)CC(=O)N2CCOCC2)c1	-1.4	-17	-1	3	90	-10	2	1	1	-7
CCOc1ccc(NC(=O)CN(C)C(=O)C2CCN(c3ncnc4sc(C)c(C)c34)CC2)cc1OCC	-2.2	-1	14	4	98	-4	-7	3	2	-8
CC1CCCN(Cc2cccc(Oc3ccccc3)c2)C1 (configuration not stated)	2.3	5	14	-1	104	1	-4	4	-5	10
Cc1ccc(C(C(=O)NCc2ccc(F)cc2)N(C(=O)c2csnn2)C2CC2)cc1 (configuration not stated)	-0.3	-1	20	5	94	-1	-2	5	4	-35
C[C@H](NC(=O)c1[nH]cnc1C(=O)Nc1ccc(Cl)cc1)C(=O)OC(C)(C)C	1.0	-14	3	-4	94	-9	3	9	-3	.
Cn1c(=O)c2c(nc(N3CCCC3)n2C)n(C)c1=O	-1.3	-2	2	4	97	-4	0	-1	-1	17
CCN1C(=O)S/C(=C/c2ccsc2)C1=O	-1.5	-1	0	3	90	-5	0	4	5	-52
Cc1ccc(OCCCn2c(CO)nc3ccccc32)cc1	-1.6	10	2	7	97	-6	0	-26	-7	-63
CN(C)S(=O)(=O)c1ccc(C(=O)NNc2nc(-c3ccccc3)c3cc(Br)ccc3n2)cc1	-2.9	1	14	0	91	2	1	27	-7	3
CCOC(=O)C1(Cc2cccc(OC)c2)CCCN(C(=O)c2cc(C)oc2C)C1 (configuration not stated)	1.4	0	11	4	98	-1	2	8	8	-51
C=C(C)CN(CC)C(=O)CSc1ccc(S(=O)(=O)N2CCN(C)CC2)cn1	-1.2	-2	7	-7	103	9	0	-1	-2	1
Cc1ccc2nc3ccc(N4CCN(C)CC4)nn3c(=O)c2c1	-1.1	-4	-7	2	119	-4	1	-8	-1	-58
COc1ccc(NC(=O)c2cc3c(COC(C)=O)cnc(C)c3oc2=Nc2cccc(C(=O)O)c2)c(OC)c1	2.2	-3	2	10	97	9	-2	10	11	.
COCCN1C(=S)NC(c2cccc(C(F)(F)F)c2)C(C(=O)N2CCOCC2)=C1C (configuration not stated)	-1.4	1	4	5	96	-1	1	0	-5	-5
Cc1cc(NC(=O)CSc2[nH]c(=O)cc(C(F)(F)F)c2C#N)no1	-0.6	1	0	12	102	-11	1	12	10	15
(more compounds)
SMILES	MC4R ag barr	TLR9-MyD88 inh	MC4R antagonist	ABHD5 PLIN5 PPI	ABCB6 inh MLPCN	NOD2 RIPK2 PPI	N-glyco inh	H9c2 protect	HTR2A ag	NCOA2 inhibitor
CCCc1sc(N2CCCC(C(N)=O)C2)nc1-c1ccccc1 (configuration not stated)	-1.6	-18	21	-6	97	6	4	-3	-2	-15
Cc1cccc(C)c1OCC(=O)NNC(=O)c1ccoc1C	1.4	-5	8	7	100	-5	1	8	10	6
CC1=CC(=O)OC1Cc1ccncc1 (configuration not stated)	0.5	-5	1	-6	98	-10	2	1	3	-5
CCCOc1ccc(Cl)cc1CNc1ccccc1	-0.1	-8	7	-4	94	-3	-3	-10	0	-16
Cc1cc(NS(=O)(=O)c2ccc(C3CCCCC3)cc2)no1	1.1	10	2	-4	102	4	3	-2	0	-23
Cc1cc(-n2cnc(-c3cn[nH]c3C)n2)no1	0.7	-12	-2	0	98	-11	-1	-5	6	-5
CCCC(C(=O)NCC1CCCO1)N(Cc1ccco1)C(=O)CNS(=O)(=O)c1ccccc1 (configuration not stated)	-1.6	-5	1	-4	101	-5	0	.	-2	13
O=C(O)c1ccccc1C(=O)Nc1ccc(S(=O)(=O)NC2CCCCC2)cc1	-1.7	-5	11	-2	98	-14	1	1	0	19
Cc1ccc(NC(=O)CSc2ncccn2)c([N+](=O)[O-])c1	-0.4	9	16	-1	111	-10	-2	-4	0	-27
CCOc1ccc2nc(NC(=O)CS(=O)(=O)c3ccccc3)sc2c1	-0.3	1	1	-6	120	-2	-3	8	0	-17
NC(=O)[C@@H]1CC2(CC(c3cccc(NC(=O)COc4ccc(Cl)cc4)c3)=NO2)CN1C(=O)c1ccccc1 (some centres not stated)	-1.7	2	5	-1	93	0	1	1	-1	16

This is a subset, so the mix of outcomes need not match the whole.
